TRHR enhancer = allosterically enhances the human TRH receptor; P34981; TRHR cells, fluo-8 calcium fluorescence, EC20 TRH enhancement; enhancement, % at 2 µM; actives 0.66% (n = 360,000); AID 493056; in the data active = enhancement above about 30%; note: 0% is about no effect
Target sequence (P34981 whole entry, looked up): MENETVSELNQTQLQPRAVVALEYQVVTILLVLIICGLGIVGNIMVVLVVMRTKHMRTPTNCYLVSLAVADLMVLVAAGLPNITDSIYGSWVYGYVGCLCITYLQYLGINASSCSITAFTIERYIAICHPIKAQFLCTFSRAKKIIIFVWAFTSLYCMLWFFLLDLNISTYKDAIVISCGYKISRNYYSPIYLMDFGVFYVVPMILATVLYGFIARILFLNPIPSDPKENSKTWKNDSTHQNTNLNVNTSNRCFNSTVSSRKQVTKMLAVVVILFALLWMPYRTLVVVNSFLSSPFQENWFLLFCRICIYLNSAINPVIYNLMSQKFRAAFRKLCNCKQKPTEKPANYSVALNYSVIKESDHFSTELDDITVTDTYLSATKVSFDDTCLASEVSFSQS
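Enhancer read-out: after compound pinning and an initial kinetic agonist-mode read, an EC20 of TRH (10 nM final) was injected and fluo-8 calcium signal (Ex 480/Em 530) followed at 1 s/cycle for 100 cycles in TRHR-expressing cells.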
D2 antag = antagonizes the human D2 dopamine receptor; P14416; HEK293 TREx D2 cells, calcium flux, dopamine EC80; inhibition, % at 10 µM; actives 2% (n = 340,000); AID 485344; in the data active = inhibition above about 30%; note: 0% is about no effect
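Calcium flux kinetic readout in an inducible HEK293 TREx D2 line plated overnight at 30 C. After 180 s compound exposure, an EC80 dopamine challenge follows with another 180 s kinetic read to detect antagonism.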
D2 PAM = positive allosteric modulators of human D2 dopamine receptor; actives 0.34% (n = 340,000); potentiation, % at 10 µM; HEK293 T-REx D2, calcium flux, EC20 dopamine potentiation; P14416;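 active = potentiation over 3 SD above the plate norm, cut at about 30% in these data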; note: 0% is about no effect
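Tetracycline-induced HEK293 T-REx cells force-coupled to calcium signalling expressed D2; compounds were pin-added after a 10 s baseline, read kinetically 180 s, then an EC20 dopamine challenge followed with a further 180 s calcium read.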
D2 agonist = agonists of human D2 dopamine receptor | P14416 | HEK293 T-REx D2 cells, calcium flux agonist mode | activation, % at 2 µM | actives 0.53% (n = 340,000) | AID 485358;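 active = activation over 3 SD above normal in the single-dose calcium agonist read, cut at about 30% in these data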; note: 0% is about no effect
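In this primary screen, compounds producing a positive calcium signal within 180 s of addition to tetracycline-induced, force-coupled HEK293 Trex D2 cells are flagged; cells are dye-loaded with a no-wash calcium kit beforehand.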
D1 antag = blocks dopamine activation of the human D1 receptor. P21728. HEK293 TREx D1 cells, calcium flux, dopamine EC80; stronger effect = lower value. activity change, negative = inhibition, % at 10 µM. actives 3.2% (n = 360,000); in the data active = activity change below about -30%; note: % is set by controls: 0 for no effect and ±100 for the full control effect
Target sequence (P21728 whole entry, looked up): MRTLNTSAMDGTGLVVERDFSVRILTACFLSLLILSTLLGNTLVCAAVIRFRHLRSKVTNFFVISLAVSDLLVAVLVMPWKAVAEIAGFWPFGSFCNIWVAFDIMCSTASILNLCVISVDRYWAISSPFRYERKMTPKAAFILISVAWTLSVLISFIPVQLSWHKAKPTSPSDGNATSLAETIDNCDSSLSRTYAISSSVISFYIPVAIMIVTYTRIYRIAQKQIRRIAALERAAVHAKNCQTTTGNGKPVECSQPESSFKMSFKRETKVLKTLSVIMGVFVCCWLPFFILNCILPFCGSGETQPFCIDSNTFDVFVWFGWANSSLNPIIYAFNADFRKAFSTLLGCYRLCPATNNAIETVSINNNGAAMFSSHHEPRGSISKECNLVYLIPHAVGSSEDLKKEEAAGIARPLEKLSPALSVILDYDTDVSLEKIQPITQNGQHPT
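Using tetracycline-induced force-coupled D1 Hek293 cells and a calcium dye, signals were followed for 180 s after compound, then for 180 s after EC80 dopamine, to detect inhibitors.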
TRHR ag = activates the human TRH receptor; TRHR cells, calcium flux fluo-8, FDSS agonist mode; AID 493084; activation, % at 2 µM; P34981; actives 0.18% (n = 360,000); note: 0% is about no effect
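TRHR-expressing cells, plated overnight in medium with 10% serum, were loaded with fluo-8 calcium dye at room temperature. After a 10 s baseline, library compound was pin-added and calcium release was recorded kinetically (ex 480/em 530) as agonist response.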
RXFP1 antag = antagonists of human relaxin receptor RXFP1. activity change, negative = inhibition, % at 57.5 µM. HEK293-RXFP1, relaxin-stimulated cAMP HTRF, 30 min; stronger effect = lower value. AID 1259400. actives 0.59% (n = 350,000). Q9HBX9;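 active = activity change of -60% or lower, but not beyond a set lower limit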; note: % is set by controls: 0 for no effect and ±100 for the full control effect
D1 PAM = potentiators of human D1 dopamine receptor; actives 0.036% (n = 360,000); P21728; HEK293 TREx D1 cells, calcium flux, dopamine EC20 potentiation; potentiation, % at 10 µM; in the data active = potentiation above about 30%; note: 0% is about no effect
D1 agonist = activates the human D1 dopamine receptor. P21728. HEK293 T-REx D1 cells, calcium flux, agonist mode. activation, % at 2 µM. actives 1% (n = 360,000). AID 504660; note: 0% is about no effect
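Inducible HEK293 T-REx D1 cells, force-coupled to calcium signalling, were plated at 4000 cells/well with tetracycline and held overnight at 30 C. After no-wash calcium dye loading, compound-evoked calcium rise over 180 s flagged agonists.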
An asterisk follows results filed as active; · = not tested or not shown; & = joins results of further samples. Cut-off read from the data, not from the text of the source, unless noted: active = activation above about 30%; inactive = the rest. Random draw from the library; 7.3% or so of the library scored in one or more.

Values run as follows: TRHR enhancer	D2 antag	D2 PAM	D2 agonist	D1 antag	TRHR ag	RXFP1 antag	D1 PAM	D1 agonist
[1] CC(C)CN1CCC(=O)N([C@H](COc2ccccc2)c2ccccc2)CC1
 : 0	·	·	·	0	-1.0	·	-5	0
[2] CC(OC(=O)CN1C(=O)NC2(CCCCC2C)C1=O)c1ccccc1 (stereo not drawn)
 : -6	2	-8	0.9	-12	-0.2	1	-6	1
[3] CCOCCCNC(=O)CN1C(=O)COc2ccc(S(=O)(=O)N3CC(C)CC(C)C3)cc21 (stereo not drawn)
 : 1	-5	6	0.0	28	0.1	20	-2	0
[4] COc1ccc(C2=NN(CCC(=O)NC3CCCCCC3)C(=O)CC2)cc1
 : 1	-9	16	-0.5	-33*	-0.8	-18	-3	1
[5] CN(C(=O)COC(=O)C1COc2ccccc2O1)c1c(N)n(Cc2ccccc2)c(=O)[nH]c1=O (stereo not drawn)
 : 6	3	17	-0.1	7	0.3	6	-5	0
[6] CCOC(=O)Cc1ncccc1C(=O)Nc1ccc(OC)cc1
 : 3	-13	11	-1.0	0	0.0	2	3	2
[7] NC(=O)CSc1nnc(-c2cccc(S(=O)(=O)N3CCCCC3)c2)o1
 : 0	-1	-5	0.9	7	0.1	9	-4	2
[8] Cc1ccc(-n2cc(CNCCn3nc(C)cc3C)c(-c3ccc(F)cc3)n2)cc1
 : 5	-35	-15	-1.5	31	0.2	-12	0	3
[9] CCCn1cc(SCC(=O)NCc2ccc3c(c2)OCO3)c2ccccc21
 : 10	-1	-4	-0.6	-3	-0.2	-9	-2	-1
[10] O=C1OC(=O)C2C3CCC(O3)C12 (stereo not drawn)
 : 1	-5	-8	0.3	17	0.8	·	3	-2
[11] CCOC(=O)c1cnc2ccc(Cl)cc2c1N1CCN(C)CC1
 : -4	-1	-15	0.9	14	0.5	-3	-5	0
[12] O=C(COC(=O)c1ccc(S(=O)(=O)C(F)F)cc1)Nc1ccccc1C(=O)NC1CC1
 : -7	16	4	0.1	-8	-0.2	-6	-12	0
[13] CC(C(=O)NCc1ccco1)n1ccc2cc(S(=O)(=O)N3CCCC3)ccc21 (stereo not drawn)
 : 0	4	10	0.1	5	-0.2	2	-3	4
[14] Cc1ccc(-c2nc(NCc3ccco3)c3ccccc3n2)cc1
 : 8	-3	-5	0.1	2	0.6	-8	-5	2
[15] O=C(Nc1ccc2nc(-c3cccs3)c(-c3cccs3)nc2c1)N1CCOCC1
 : 4	-2	10	2.0	9	0.6	-8	-1	-2

Structures above with two or more sulfur atoms (2):
Values run as follows: TRHR enhancer	D2 antag	D2 PAM	D2 agonist	D1 antag	TRHR ag	RXFP1 antag	D1 PAM	D1 agonist
[7] NC(=O)CSc1nnc(-c2cccc(S(=O)(=O)N3CCCCC3)c2)o1
 : 0	-1	-5	0.9	7	0.1	9	-4	2
[15] O=C(Nc1ccc2nc(-c3cccs3)c(-c3cccs3)nc2c1)N1CCOCC1
 : 4	-2	10	2.0	9	0.6	-8	-1	-2

Additional structures.
Values run as follows: TRHR enhancer	D2 antag	D2 PAM	D2 agonist	D1 antag	TRHR ag	RXFP1 antag	D1 PAM	D1 agonist
[16] Cc1cccc(NC(=O)Nc2c(C)n(C)n(-c3ccccc3)c2=O)c1C
 : -4	-1	17	-0.2	21	0.0	0	-8	1
[17] CC(C)(C)n1ncc2c(=O)n(CC(=O)Nc3ccc4c(c3)OCCO4)cnc21
 : -2	-35	2	0.7	-11	0.5	-9	8	1
[18] c1ccc(CN2CCOCCOCCOCC2)cc1
 : -4	12	-4	0.2	-17	0.9	-9	0	3
[19] CCn1c(SCC(=O)Nc2ccccc2OC)nc2ccccc2c1=O
 : 1	20	-4	-0.3	9	-0.4	-3	-10	-1
[20] CCN(Cc1ccccc1)S(=O)(=O)c1ccc(C(=O)N(CCCN(C)C)c2nc3cc(C)cc(C)c3s2)cc1
 : 0	27	-17	1.2	7	2.6	-24	0	16
[21] COc1cc(OC)cc(C(=O)Nc2ccccc2-c2nnn(CC(=O)Nc3cc(C)on3)n2)c1
 : -1	-23	·	-2.0	2	0.5	-2	-7	3
[22] COc1cccc(N2CCN(Cc3ccco3)CC2)c1
 : 17	-2	-3	-0.3	-21	-0.4	-19	-6	2
[23] CC(C)CN1C(=O)/C(=C(/C#N)C(=O)NC2CCCCC2)c2ccccc21
 : 1	16	-1	6.2	-12	-0.2	-33	-2	0
[24] O=C(Nc1cccnc1)c1ccc(S(=O)(=O)c2ccc(Cl)cc2)cc1
 : -5	-4	-12	0.8	-13	0.2	-11	-6	21
[25] CCNc1nc2c(c(=O)n(Cc3ccccc3)c(=O)n2C)n1Cc1ccccc1
 : 39*	-6	3	-0.5	-3	-0.1	-19	1	2
[26] Cc1ccc(-n2c(C)nnc2SCC(=O)NC2CC2)cc1
 : -4	-2	2	0.1	-2	-0.6	5	3	3
[27] c1cc(-n2nnc3cnccc32)ccn1
 : -3	20	-18	-0.2	-2	-0.5	2	-6	2
[28] COc1cc(S(=O)(=O)NCc2ccccn2)ccc1Cl
 : -3	10	10	0.2	5	0.2	-13	1	7
[29] Cc1ccc(N2N=C(c3ccc(F)cc3)CC2c2ccco2)cc1 (stereo not drawn)
 : 6	3	15	0.2	-4	-0.8	-4	-4	2
[30] COc1ccc(OC)c(/C=C/c2ccc3cccc(O)c3n2)c1
 : -5	-3	12	0.2	4	-0.7	·	10	1

Complete entries, quoted from the list.
COc1cc(S(=O)(=O)NCc2ccccn2)ccc1Cl is entered as TRHR enhancer = -3; D2 antag = 10; D2 PAM = 10; D2 agonist = 0.2; D1 antag = 5; TRHR ag = 0.2; RXFP1 antag = -13; D1 PAM = 1; D1 agonist = 7
Cc1ccc(-n2cc(CNCCn3nc(C)cc3C)c(-c3ccc(F)cc3)n2)cc1 is entered as TRHR enhancer = 5; D2 antag = -35; D2 PAM = -15; D2 agonist = -1.5; D1 antag = 31; TRHR ag = 0.2; RXFP1 antag = -12; D1 PAM = 0; D1 agonist = 3
CC(C)CN1C(=O)/C(=C(/C#N)C(=O)NC2CCCCC2)c2ccccc21 is entered as TRHR enhancer = 1; D2 antag = 16; D2 PAM = -1; D2 agonist = 6.2; D1 antag = -12; TRHR ag = -0.2; RXFP1 antag = -33; D1 PAM = -2; D1 agonist = 0

Further structures follow:
Values run as follows: TRHR enhancer	D2 antag	D2 PAM	D2 agonist	D1 antag	TRHR ag	RXFP1 antag	D1 PAM	D1 agonist
[31] Cc1c(C(=O)NCCc2ccccc2)oc2ccc(S(=O)(=O)N3CCC4(CC3)OCCO4)cc12
 : 7	-5	0	-0.8	7	0.8	18	-2	6
[32] Cc1ccccc1-c1ccc(/C=C2/SC(N3CCOCC3)=NC2=O)o1
 : 4	83*	-34	73*	1	0.6	-3	-2	2
[33] COc1ccc(C(=O)Cc2cc3ccccc3oc2=O)cc1
 : 2	-23	7	1.0	-7	-0.2	2	11	1
[34] COc1cc(C)ccc1OCC(=O)Nc1ccccc1N1CCOCC1
 : 11	-6	6	-0.4	6	0.1	7	10	11
[35] Cc1ccc(NS(=O)(=O)c2c(C)[nH]c(=O)[nH]c2=O)c(C)c1
 : -3&1	16	-3&2	0.4&0.8	-4&-5	0.2&-0.2	3&-6	-3&-3	3&1
[36] O=C1CC(c2ccc(O)cc2)Oc2cc(O)cc(O)c21 (stereo not drawn)
 : 3	-9	-2	-0.8	-3	-0.8	·	-6	3
[37] C/C(CC(=O)Nc1ccc(F)cc1)=N\NC(=O)Cc1csc(N)n1
 : -3	7	2	0.9	7	0.4	·	2	0
[38] CC(=O)c1cccc(NC(=O)COc2cc3oc(=O)c(CC(C)O)c(C)c3cc2Cl)c1 (stereo not drawn)
 : 3	-9	-27	0.9	1	0.7	-10	-7	6
[39] Cc1nnc(N/N=C/c2ccco2)n1N
 : -2	0	4	0.9	9	1.2	2	0	1
[40] CCCCNC(=O)C1CCN(S(=O)(=O)c2ccc3c(ccn3CC)c2)CC1
 : 5	·	1	-0.2	2	-0.3	-4	-2	-1
[41] CC(=O)Nc1ccc(S(=O)(=O)N[C@@H](C)C(=O)N(C)Cc2cccs2)cc1
 : 6	7	2	0.2	14	0.4	0	4	0
[42] O=C(CSc1nc2ncccc2[nH]1)Nc1ccc2c(c1)OCCO2
 : 10	-6	7	0.4	3	-0.3	-8	-6	-1
[43] Cc1cccc(C(=O)Nc2cc3c(cc2N2CCOCC2)n(C)c(=O)n3C)c1
 : 16	·	25	-0.2	10	-1.0	-16	0	0
[44] COc1ccc(NC(=O)Nc2ccc(Br)cn2)cc1OC
 : 7	9	14	-0.8	-4	0.4	-11	0	0
[45] COc1ccc(S(=O)(=O)N2CCOCC2)cc1NC(=O)Cc1c(F)cccc1Cl
 : 2	4	-6	0.3	-4	0.2	2	6	0

Of the compounds above, these have fluorine.
Values run as follows: TRHR enhancer	D2 antag	D2 PAM	D2 agonist	D1 antag	TRHR ag	RXFP1 antag	D1 PAM	D1 agonist
[8] Cc1ccc(-n2cc(CNCCn3nc(C)cc3C)c(-c3ccc(F)cc3)n2)cc1
 : 5	-35	-15	-1.5	31	0.2	-12	0	3
[12] O=C(COC(=O)c1ccc(S(=O)(=O)C(F)F)cc1)Nc1ccccc1C(=O)NC1CC1
 : -7	16	4	0.1	-8	-0.2	-6	-12	0
[29] Cc1ccc(N2N=C(c3ccc(F)cc3)CC2c2ccco2)cc1 (stereo not drawn)
 : 6	3	15	0.2	-4	-0.8	-4	-4	2
[37] C/C(CC(=O)Nc1ccc(F)cc1)=N\NC(=O)Cc1csc(N)n1
 : -3	7	2	0.9	7	0.4	·	2	0
[45] COc1ccc(S(=O)(=O)N2CCOCC2)cc1NC(=O)Cc1c(F)cccc1Cl
 : 2	4	-6	0.3	-4	0.2	2	6	0

The results go on.
Values run as follows: TRHR enhancer	D2 antag	D2 PAM	D2 agonist	D1 antag	TRHR ag	RXFP1 antag	D1 PAM	D1 agonist
[46] COC(=O)c1cc(CSc2nc3ccccc3c(=O)n2C)oc1C
 : -15	1	21	0.9	-8	0.1	8	-5	26
[47] C1=Nc2c(Nc3ccccc3)ncnc2Oc2ccccc21
 : -8	6	8	-0.2	-4	-0.5	15	-2	1
[48] CC(Sc1nnnn1C)C(=O)Nc1cc(S(=O)(=O)N2CCCCC2)ccc1Cl (stereo not drawn)
 : 2	-5	3	0.1	-3	-0.3	-1	-4	1
[49] CC(C)Sc1ncc(Cl)c(C(=O)Nc2c(C(=O)Nc3ccccc3)oc3ccccc23)n1
 : -1	·	1	0.4	-1	0.3	·	-2	1
[50] O=C(CCNC(=O)c1ccccc1)NCCc1ccc(Cl)cc1
 : 10	17	-2	-0.9	0	-0.2	-9	8	0
[51] CC(=O)NCC(=O)OC(C)C(=O)Nc1ccc(C(C)=O)cc1 (stereo not drawn)
 : -1	3	3	-0.2	20	0.2	-4	0	-3
[52] Cc1ccc(C(=O)N2CCN(S(=O)(=O)c3cc(Br)ccc3Br)CC2)o1
 : -3	27	-2	-0.6	7	0.2	-15	2	2
